Screens (PubChem)
Dynein transport – dynein cargo transport inhibition | 3617.4 mouse cells, GR-EGFP nuclear translocation imaging; test concentration mostly 20 µM; stimulated with dexamethasone, 1 µM; hits give low values | z-score, hits read low | actives 0.47% (n = 220,000) | AID 1381;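 active means plate z-score of nuclear minus cytoplasmic receptor signal below a set negative limit, without overly bright fluorescence or cell loss, cut at about -3.5 in these data, passing the limit was not always enough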;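 further: z-score of nuclear minus cytoplasmic ring GR-EGFP intensity difference per well; some compounds called inactive have numbers as strong as hits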
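Buffer or medium: Induction medium lacking tetracycline, stripped serum | Also added: Dexamethasone agonist, 1.0 µM final, for 30 min | Timing: 48 h induction, 1 h compound, 30 min dex at 37 °C | Detection: Formaldehyde fixation, Hoechst nuclear stain, 10x automated fluorescence imaging | Measure: Nuclear versus cytoplasmic GR-EGFP signal, averaged per well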
WT yeast gro inh – growth inhibition of WT yeast, mitochondrial fusion screen. mitochondrial fusion phenotypic screen, WT strain. inhibition, % at 10 µM. actives 2.1% (n = 190,000); in the data active means inhibition above about 58%; tested in S. cerevisiae
Autophagy mod – alters autophagy in cells; MEF GFP-LC3 puncta imaging; test concentration mostly 10 µM; calls only at 10 µM (by protocol); actives 0.98% (n = 190,000);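 active means percentage of spot-positive cells more than 3 SD above its plate mean, without a fluorescence outlier flag or 80% toxicity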;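 further: spot-positive cell cutoff set from DMSO-treated cells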
bCat nuc transl – modulators of beta-catenin nuclear translocation. nuclear translocation activity, % at 5 µM. actives 0.3% (n = 190,000). HeLa beta-catenin nuclear translocation, immunofluorescence imaging;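 active means nuclear translocation activity above 50% at 5 µM, with a well cell count of 50 or more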;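 further: per-cell ratio of nuclear to cytoplasmic median beta-catenin stain intensity; plate controls were DMSO negative control for no effect and GSK-3 inhibitor IX positive control for full effect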
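Read-out: Nuclear/cytoplasmic beta-catenin signal ratio, % activation | Assay system: Human HeLa cell line | Times: 24 h compound exposure at 37°C, 5% CO2 | Signal: Fluorescence imaging of beta-catenin antibody stain plus DAPI | Dosing: 5 µM primary, 0.02–20 µM confirmation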
Yfh1-depleted yeast – mitochondrial function rescue without frataxin homolog – Friedreich's ataxia, plus single-dose screen, dose response (AID 1465); S. cerevisiae Yfh1-off respiration, WST-1 reduction, 72 h; higher fold induction means a stronger effect; fold induction at 50 µM, or EC50 in µM where a hit was titrated; actives 0.074% (n = 220,000);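 active means fold induction of absorbance versus untreated yeast above a set limit, then at least 30% activation at any dose in follow-up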;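 further: activators that raise dye reduction in frataxin-depleted yeast; strong numbers were not always called active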
MT stabilize HCS – microtubule stabilizers in HeLa cells. % tubulin-high responders, % at 10 µM. actives 0.83% (n = 200,000). HeLa tubulin immunostaining HCS, 24 h; share of cells brighter than vehicle mean+2SD;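 active means plate Z-score above 3 for both tubulin-high and condensed-nucleus cell shares, with cell loss under 80%, at 10 µM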;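 further: anti alpha tubulin signal scored within the nucleus-defined area of each cell; some results filed as inactive read as strong as hits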
M1AAP inhibition – P. falciparum M1AAP inhibitors, biochemical, fluorogenic H-Leu-NHMec substrate, 1536-well (AID 1445). recombinant M1AAP, H-Leu-NHMec fluorogenic kinetic assay; higher % means a stronger effect. inhibition, % at 30 µM, or IC50 in µM where a hit was titrated. actives 0.42% (n = 220,000);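 active means primary inhibition above the hit cutoff, then over 50% inhibition at one or more dose response concentrations, cut at about 23% in these data, passing the limit was not always enough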;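 further: plate controls were DMSO full reaction for no effect and no enzyme background for full effect; strong numbers were not always called active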
M17LAP inhibition – P. falciparum M17LAP inhibitors, primary screen, biochemical, fluorogenic H-Leu-NHMec substrate, 1536-well (AID 1619). actives 0.38% (n = 220,000). recombinant M17LAP, H-Leu-NHMec fluorogenic kinetic assay; higher % means a stronger effect. inhibition, % at 30 µM; hits with a dose series show IC50 in µM;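 active means compound inhibiting the enzyme by more than half at any dose during confirmatory dose-response retesting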;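 further: plate controls were full reaction with DMSO carrier for no effect and no enzyme background for full effect; strong numbers were not always called active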
T cell HTS – modulates CD8 T cell binding to vesicles | 2C CD8+ T cell-vesicle binding, flow cytometry; hits give low values | calls only at 7 µM | actives 0.068% (n = 330,000);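 active means response, share of CD8 T cells binding vesicles, and their 90th percentile fluorescence all below set limits, cut at about 80% in these data, passing the limit was not always enough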
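material = purified 2C TCR transgenic mouse naive CD8+ T cells | controls = Unloaded micro-vesicles (low), QL9 vesicles with 0.7% DMSO (high) | detection = cytometric PE anti-B7-1 and Alexa647 anti-CD8 signals after 1% paraformaldehyde fixation | incubation = binding step 1.5 h, 37 °C, antibody labelling 20 min, ice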
WT yeast gro inh mutant strain – recorded beside WT yeast gro inh, whose call it bears; inhibition, %; mitochondrial fusion phenotypic screen, mutant strain inhibition
Dynein transport cytoplasmic EGFP – also measured in Dynein transport; calls as there; z-score; measured here: cytoplasmic GR-EGFP intensity; hits give high values
Dynein transport nuclear GR-EGFP – further read-out of Dynein transport, marked with its call; z-score; measured here: nuclear GR-EGFP intensity;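 lower value marks the stronger effect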
Dynein transport cell count – second read-out of Dynein transport, no call of its own (marks repeat the call); z-score; measured here: cell count per field
bCat nuc transl cell count 5 µM – also measured in bCat nuc transl; calls as there; cell count; measured here: cell count, cytotoxicity flag
T cell HTS vesicle-bound % – also measured in T cell HTS; calls as there; double positive events, %; measured here: CD8+ vesicle-bound cell fraction;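 binding gate set so that unloaded-vesicle control wells show 10% double positive cells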
MT stabilize HCS Hoechst-high % – further read-out of MT stabilize HCS, marked with its call; % Hoechst-high responders; measured here: nuclear condensation Hoechst responders;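 share of cells brighter than vehicle mean plus two SD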
MT stabilize HCS cytotoxicity % – recorded beside MT stabilize HCS, whose call it bears; toxicity, %; measured here: cytotoxicity by cell density;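 0% = mean cell density of plate MIN control wells and 100% = no cells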
Autophagy mod cell loss 18 h – further read-out of Autophagy mod, marked with its call; toxicity, %; measured here: cell loss, nuclei count;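 cell loss after 18 h compound exposure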
An asterisk follows results filed as active; i = inactive; · = not tested or not shown.

SMILES	Dynein transport	Dynein transport cytoplasmic EGFP	Dynein transport nuclear GR-EGFP	Dynein transport cell count	WT yeast gro inh	WT yeast gro inh mutant strain	Autophagy mod	Autophagy mod cell loss 18 h	bCat nuc transl	bCat nuc transl cell count 5 µM	Yfh1-depleted yeast	MT stabilize HCS	MT stabilize HCS Hoechst-high %	MT stabilize HCS cytotoxicity %	M1AAP inhibition	M17LAP inhibition	T cell HTS	T cell HTS vesicle-bound %
CCCn1c(/N=C/c2ccccc2O)nc2ccccc21	1.1	-0.037	0.026	0.7	20	10	i	-5	0.2	1421	i	3.7	1.8	2.9	-1%	1%	i	41
CCC(C)(C)NC(=O)CN(CC1CCCO1)C(=O)CCC(=O)Nc1nccs1 (stereo unspecified)	-0.49	0.11	-0.2	0.6	10	13	i	-26	-3.6	809	i	3.1	2.7	2.5	1%	-2%	i	27
CC(C)OP(=O)(c1ccc(N(C)C)cc1)C(O)c1ccccc1F (stereo unspecified)	-0.44	-0.27	-0.83	0.14	-2	2	i	1	-4.2	927	i	3.2	1.7	2.1	3%	1%	i	52
CN1CCN(S(=O)(=O)c2ccc3[nH]c(=O)oc3c2)CC1	-0.073	-0.25	0.57	0.23	-16	-15	i	14	-1.1	466	i	3.3	2.2	8.5	16%	11%	i	5
CCC(C)NC(=O)CCS(=O)(=O)c1ccc2c(c1)n(C)c(=O)c(=O)n2C (stereo unspecified)	0.95	-0.19	0.59	-0.54	9	-2	i	17	0.1	1118	i	3.2	3.0	4.6	-1%	-1%	i	35
CC12CCC(C(=O)N3CCCc4ccccc43)(OC1=O)C2(C)C (stereo unspecified)	0.65	-0.22	0.36	-0.47	-9	20	i	-4	-2.5	1009	i	1.0	2.5	14	1%	-9%	i	20
COC(=O)c1c(C)oc(C)c1S(=O)(=O)NCc1ccc(Cl)cc1	0.46	-0.23	0.82	-1.1	·	·	·	·	0.7	1407	i	·	·	·	7%	0%	i	28
Cn1c(=O)c2c(nc(NCc3ccc4c(c3)OCO4)n2Cc2ccccc2F)n(C)c1=O	-0.35	-0.27	-0.12	0.25	12	8	i	1	1.3	1353	i	6.3	6.5	3.4	11%	-2%	i	50
CC(=O)Nc1ccc(S(=O)(=O)Oc2cccc(/C=C3\SC(N)=NC3=O)c2)cc1	0.79	-0.29	0.68	-0.83	0	-3	i	4	1.2	1134	i	1.3	2.1	4.1	-1%	-6%	i	55
CC(C)c1ccc2nc(N)sc2c1	-0.73	-0.19	-0.34	0.12	-1	-18	i	9	1.1	1099	i	2.9	2.6	7.0	11%	-4%	i	41
O=C1NN(c2ccccc2)C(=O)/C1=C\c1coc2ccc(O)cc2c1=O	-0.5	0.33	0.59	-0.89	·	·	·	·	0.9	1375	i	·	·	·	12%	36%	i	10
Cc1cc(C)c2c(N)c(S(=O)c3ccc(C(C)(C)C)cc3)sc2n1 (stereo unspecified)	-0.46	-0.22	-0.38	0.58	13	4	i	21	-1.8	972	i	3.7	1.5	7.7	8%	5%	i	16
O=C(NCc1ccccc1)C12CN(Cc3ccccc3)CC1C(c1ccc([N+](=O)[O-])cc1)=NO2 (stereo unspecified)	-0.16	-0.15	0.22	-0.29	19	-5	i	-27	-1.4	898	i	3.1	2.1	11	-5%	-4%	i	53
Cc1nc(-c2ccccc2)sc1C(N)=O	0.44	-0.13	0.2	-0.65	2	4	i	1	-0.6	957	i	1.7	1.6	8.3	8%	11%	i	60
CC(C)N(Cc1nc(-c2ccccc2)no1)C(=O)C(Cl)(Cl)Cl	-0.98	-0.3	-0.097	1.1	72*	43*	i	6	-3.0	979	i	3.3	1.2	21	1%	-5%	i	28
CCC(=O)N1N=C(c2ccc(C)cc2)CC1c1ccco1 (stereo unspecified)	-0.26	-0.28	-0.54	0.89	·	·	·	·	-1.0	1358	i	·	·	·	3%	0%	i	31
BrC(/C=C\c1ccccc1)=N/Nc1nc(N2CCOCC2)nc(N2CCOCC2)n1	-0.63	-0.28	-0.45	-0.11	6	26	i	-4	0.0	1403	i	6.5	1.0	3.3	5%	2%	i	52
CO/N=C1\CCn2c1c(C)c1ccccc12	-0.39	1.6	-0.1	-0.06	·	·	·	·	-1.6	1166	i	·	·	·	-5%	-3%	i	44
O=C(CSC(=S)N1CCSCC1)c1ccccc1	-0.88	-0.081	-0.64	1.1	17	33	i	24	-1.3	1036	i	3.2	2.1	0.3	1%	8%	·	·
CC(CC(C)C(=O)Nc1ccccc1C(C)(C)C)C(=O)O (stereo unspecified)	-0.23	-0.24	-0.12	0.49	-6	6	i	-2	2.3	538	i	2.7	1.7	1.8	5%	8%	i	48

Brought forward from above: 2 compounds, followed by the next part.
SMILES	Dynein transport	Dynein transport cytoplasmic EGFP	Dynein transport nuclear GR-EGFP	Dynein transport cell count	WT yeast gro inh	WT yeast gro inh mutant strain	Autophagy mod	Autophagy mod cell loss 18 h	bCat nuc transl	bCat nuc transl cell count 5 µM	Yfh1-depleted yeast	MT stabilize HCS	MT stabilize HCS Hoechst-high %	MT stabilize HCS cytotoxicity %	M1AAP inhibition	M17LAP inhibition	T cell HTS	T cell HTS vesicle-bound %
O=C(CSC(=S)N1CCSCC1)c1ccccc1	-0.88	-0.081	-0.64	1.1	17	33	i	24	-1.3	1036	i	3.2	2.1	0.3	1%	8%	·	·
CC(CC(C)C(=O)Nc1ccccc1C(C)(C)C)C(=O)O (stereo unspecified)	-0.23	-0.24	-0.12	0.49	-6	6	i	-2	2.3	538	i	2.7	1.7	1.8	5%	8%	i	48
COc1cc2c3c(c1OC)C1(C=CC(=O)C=C1)CC3N(C(=O)c1ccccc1)CC2 (stereo unspecified)	-0.039	-0.081	0.21	-0.82	5	-3	i	32	0.1	1377	i	1.5	0.6	9.5	4%	17%	i	8
Cc1ccnc(N2C(=O)C3C4CC(C(Br)C4Br)C3C2=O)c1 (stereo unspecified)	-0.26	-0.21	-0.29	0.21	9	13	i	-24	·	·	i	3.8	2.0	4.6	5%	15%	i	17
CN(C(=O)COc1ccc(Cl)cc1)c1nnc(C23CC4CC(CC(C4)C2)C3)s1	-0.53	-0.29	-0.00085	0.74	-7	-2	i	0	-3.6	1179	i	3.8	1.7	7.5	7%	-2%	·	·
Cc1cccc2c1NC(C)CC2C (stereo unspecified)	0.51	-0.29	0.35	0.68	-8	2	i	1	3.1	1158	i	4.0	2.1	6.0	6%	-4%	i	51
c1cc(CNc2ccc(N3CCOCC3)cc2)ccn1	0.55	0.26	0.057	-0.27	12	32	i	-8	·	·	i	1.3	0.9	7.3	1%	6%	i	53
C/C(=N/NC(=O)c1cccs1)c1cccc(N)c1	0.96	-0.17	1.2	-1.3	6	9	i	-20	-0.4	1034	i	5.5	1.7	2.3	11%	27%	i	57
CCCC(=O)NC(=S)Nc1ccccc1N1CCOCC1	0.15	-0.28	0.32	0.38	0	-15	i	13	-3.0	545	i	1.1	1.1	2.3	10%	9%	i	47
O=C(/C=C/c1ccccc1Cl)NC1CCS(=O)(=O)C1 (stereo unspecified)	-0.52	-0.16	0.2	0.18	-19	-11	i	-4	1.2	956	i	2.6	1.9	2.0	·	·	i	28
O=C(Cn1nnc2c(sc3nc4c(c(-c5ccccc5)c32)CCC4)c1=O)c1ccccc1	-1.3	-0.22	-0.41	1	-6	-3	i	-5	0.7	1264	i	1.5	1.8	8.8	6%	5%	i	17
COc1cc(-c2nc3ccc4ccccc4c3c3c2CCC3)ccc1O	-0.93	-0.2	-0.78	0.78	79*	56*	i	-2	-1.2	886	i	2.1	3.1	4.5	9%	7%	i	9
CCOC(=O)N1CCC(NCCNC(=O)c2cccs2)CC1	-0.13	-0.27	-0.36	1.6	-7	-16	i	0	1.0	977	i	3.5	1.9	7.0	-10%	11%	i	11
CC1OC2C(OC1C)N(S(C)(=O)=O)CCN2S(C)(=O)=O (stereo unspecified)	-1.5	1.2	-0.26	0.89	-2	10	i	-2	-0.7	818	i	4.8	3.1	2.9	3%	-4%	i	44
COc1ccc2cc3cc(C(=O)NCCN4CCc5ccccc5C4)sc3nc2c1	-0.36	-0.31	-0.41	0.54	58*	39*	i	6	0.4	921	i	4.2	2.9	3.6	7%	-7%	i	16
CC(=O)Nc1cccc(C(=O)Nc2nc(C)cs2)c1	-0.075	-0.38	0.24	0.61	0	11	i	4	-0.3	1014	i	4.6	3.2	8.6	-10%	-8%	i	1
FC(F)(F)c1cccc(Cc2noc(CN3C[C@@H]4CCC[C@H]3C4)n2)c1	-0.11	-0.22	-0.25	0.13	-4	14	i	13	-1.9	943	i	2.1	2.3	4.7	2%	-2%	i	4
O=C(N/N=C/c1ccc(N2CCCCC2)o1)c1ccccc1	-3.8*	0.28*	-1.8*	0.39*	4	19	i	-8	-4.9	558	i	2.0	1.7	11	11%	34%	i	36
CCn1nnnc1NC(=O)c1ccc2ccccc2c1	-0.17	-0.35	-0.63	-0.63	-17	10	i	-1	-1.8	1101	i	1.9	2.4	6.3	-1%	4%	i	41
CCC1(C(=O)c2ccccc2)C(c2ccc([N+](=O)[O-])cc2)C1(C(=O)OC)C(=O)OC (stereo unspecified)	0.79	-0.23	0.56	-1.1	60	66	i	-5	·	·	i	3.4	1.6	6.4	-1%	3%	i	50
